Pf Dd2 inh: P. falciparum Dd2 growth inhibitors, primary screen, SYBR Green fluorescence, single dose replicates; 72 h; hits give low values; activity change, % at 10 µM; 94,000 tested, 2.3% active; AID 1159554, 2015; in the data active = activity change below about -80%; inconclusive = no clear call, values can overlap the other calls
T cruzi growth: T. cruzi intracellular proliferation inhibitors, primary screen, cell-based, beta-gal Tulahuen parasites, NIH3T3 host, luminescence | inhibition, % at 8.34 µM | T. cruzi beta-gal in NIH3T3, GalScreen luminescence, 90 h | 77,000 tested, 5.9% active;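 active = mean inhibition above about 93%, with at least 55% of replicates each passing it, limit read from the data, passing the limit was not always enough; inconclusive = only one of those two conditions holds; inactive = neither condition holds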
KDM4C inh: inhibitors of GASC-1 (KDM4C) histone demethylase, primary screen, biochemical, single concentration HTS. Lysine-specific demethylase 4C (Homo sapiens), Q9H3R0. GST-KDM4C 2-372, H3K9me3 peptide, LANCE TR-FRET. inhibition, % at 12.5 µM. 96,000 tested, 0.15% active;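 active = mean replicate inhibition above about 25%, with at least 55% of replicates also reaching it, limit read from the data, passing the limit was not always enough; inconclusive = only one of those two conditions met; inactive = neither condition met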
Target sequence (Q9H3R0 2-372 limits assumed): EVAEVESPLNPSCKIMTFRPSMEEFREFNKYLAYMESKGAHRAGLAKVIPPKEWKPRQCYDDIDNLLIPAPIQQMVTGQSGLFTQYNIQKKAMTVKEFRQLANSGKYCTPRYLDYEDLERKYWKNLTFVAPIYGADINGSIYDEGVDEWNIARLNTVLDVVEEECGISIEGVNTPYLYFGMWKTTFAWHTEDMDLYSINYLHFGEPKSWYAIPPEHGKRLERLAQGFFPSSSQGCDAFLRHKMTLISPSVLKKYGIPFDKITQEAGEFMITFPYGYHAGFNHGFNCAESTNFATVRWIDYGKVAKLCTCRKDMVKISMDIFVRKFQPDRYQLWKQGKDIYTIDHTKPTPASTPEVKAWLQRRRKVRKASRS
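Test system: N-terminal GST-fused human GASC-1 (KDM4C) fragment, residues 2-372; quantity: GASC-1 enzyme at 10 nM final in reaction; dosing: single dose; schedule: 30 min demethylation and 1 h detection at room temperature; signal: LANCE TR-FRET, excitation 340 nm, emissions 618 and 671 nm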
C diff growth: C. difficile growth inhibitors, primary screen, HTS; growth activity, negative = inhibition, % at 16 µg/mL (by protocol); Clostridium difficile clinical isolate growth, OD600, 24 h; hits give low values; 86,000 tested, 0.25% active;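 active = mean growth activity at or below -80% and every replicate also at or below -80%; inconclusive = mean at or below -80% but some replicate above -80%; inactive = mean growth activity above -80%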;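 also: 0% = DMSO wells and -100% = levofloxacin 16 µg/mL wells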
Starred values were filed as active, the others as inactive; u = inconclusive; x = not tested or not shown; & = joins results of further samples.

Labels used below: A = Pf Dd2 inh; B = T cruzi growth; C = KDM4C inh; D = C diff growth
SMILES: C[C@H](CO)N1C[C@H](C)[C@H](CN(C)Cc2ccc(-c3ccccc3)cc2)Oc2ccc(NC(=O)Nc3ccc4c(c3)OCO4)cc2C1=O
  A: 3	B: -28	C: 0.4	D: 19
SMILES: COc1ccccc1NC(=O)N1C[C@@H]2N[C@H](C1)C2c1ccc(-c2cccc(C#N)c2)cc1 (stereo partly specified)
  A: -15&-59	B: x	C: -2.6&-0.7	D: 3&40
SMILES: O=C(C[C@H]1CC[C@@H]2[C@H](COC[C@H](O)CN2S(=O)(=O)c2ccc(Cl)cc2)O1)NCCN1CCCCC1
  A: -21	B: x	C: -0.3	D: 0
SMILES: C[C@@H]1CN([C@H](C)CO)C(=O)c2cc(C3=CCCCC3)cnc2O[C@H]1CN(C)CC1CCOCC1
  A: 6	B: -279	C: -0.5	D: 1
SMILES: CNC[C@@H]1OCCCC[C@@H](C)Oc2ccc(NS(C)(=O)=O)cc2C(=O)N([C@@H](C)CO)C[C@@H]1C
  A: -18	B: 13	C: 0.8	D: -4
SMILES: O=S(=O)(N[C@H]1CC[C@H](CCn2cc(-c3cccc(F)c3)nn2)O[C@H]1CO)c1ccc(F)cc1
  A: x	B: x	C: -2.0	D: -6
SMILES: CNC[C@@H]1Oc2ccc(NS(=O)(=O)c3cn(C)cn3)cc2CC(=O)N([C@H](C)CO)C[C@H]1C
  A: 45	B: -28	C: -1.1	D: -3
SMILES: C[C@H]1CN([C@@H](C)CO)C(=O)CCCn2cc(nn2)CO[C@@H]1CN(C)C(=O)Nc1ccc(F)cc1
  A: -15&-7	B: 33&40	C: 0.2	D: -1
SMILES: O=C(CCN1CCCCC1)NCC[C@@H]1CC[C@@H](NC(=O)C2CC2)[C@H](CO)O1
  A: -10	B: x	C: -3.7	D: 4
SMILES: Cc1noc(C)c1NC(=O)Nc1ccc2c(c1)C(=O)N([C@H](C)CO)C[C@H](C)[C@H](CN(C)S(C)(=O)=O)OCCCC[C@H](C)O2
  A: 53	B: -23	C: 1.5	D: -4

Labels used below: A = Pf Dd2 inh; B = T cruzi growth; C = KDM4C inh; D = C diff growth
SMILES: COc1ccc(NC(=O)N(C)C[C@@H]2Oc3ccc(NS(=O)(=O)c4ccc(F)cc4)cc3C(=O)N([C@H](C)CO)C[C@H]2C)cc1
  A: 28	B: -140	C: -0.9	D: x
SMILES: COc1ccc(S(=O)(=O)N(C)C[C@H]2Oc3ccc(NC(=O)Nc4ccc(F)cc4)cc3C(=O)N([C@H](C)CO)C[C@@H]2C)cc1
  A: -47	B: 17	C: 2.2	D: x
SMILES: C[C@@H]1CCCCO[C@@H](CN(C)S(=O)(=O)c2ccc(Cl)cc2)[C@@H](C)CN([C@H](C)CO)C(=O)c2cc(NC(=O)Nc3ccccc3)ccc2O1
  A: -84*	B: -7	C: -1.5	D: x
SMILES: CN(C)C(=O)c1cccc(-c2ccc3c(c2)[C@@H]2[C@@H](CCN2C(=O)C2CCOCC2)[C@H](CO)N3)c1
  A: 3	B: u	C: -2.9	D: 2
SMILES: C[C@H](CO)N1C[C@H](C)[C@@H](CN(C)Cc2ccc(C(F)(F)F)cc2)Oc2ccc(NC(=O)C3CC3)cc2CC1=O
  A: -5	B: 102*	C: -1.9	D: -16
SMILES: C[C@H](CO)N1C[C@H](C)[C@@H](CN(C)Cc2ccc(C(=O)Nc3ccccc3N)cc2)Oc2ccc(NC(=O)Nc3ccc(F)cc3)cc2CC1=O
  A: -77	B: 37	C: 0.2	D: 3
SMILES: COc1ccc(-c2cn(CC[C@H]3CC[C@@H](NC(=O)Nc4ccc(F)cc4)[C@H](CO)O3)nn2)cc1
  A: -58	B: x	C: 0.3	D: -2
SMILES: CCCC#Cc1cnc2c(c1)C(=O)N([C@@H](C)CO)C[C@@H](C)[C@H](CN(C)Cc1ccncc1)O2
  A: -1	B: 57	C: 1.8	D: 1
SMILES: O=C(C[C@H]1CC[C@H](NC(=O)C2CCC2)[C@H](CO)O1)NCCCN1CCOCC1
  A: 11	B: x	C: 5.0	D: 2
SMILES: C[C@@H]1CN([C@H](C)CO)C(=O)c2cccc(N(C)C)c2O[C@H]1CN(C)Cc1ccc(-c2ccccc2)cc1
  A: -24	B: -8	C: 0.3	D: 2

Labels used below: A = Pf Dd2 inh; B = T cruzi growth; C = KDM4C inh; D = C diff growth
SMILES: C[C@H](CO)N1C[C@H](C)[C@@H](CN(C)S(C)(=O)=O)Oc2c(NC(=O)Nc3ccc4c(c3)OCO4)cccc2C1=O
  A: 21	B: 12	C: 2.9	D: -2
SMILES: CCCC(=O)Nc1ccc2c(c1)C(=O)N(C)[C@H]1CC[C@H](CC(=O)NCc3ccccc3F)O[C@H]1CO2
  A: 9	B: 48	C: 3.0	D: 0
SMILES: Cc1ccc(S(=O)(=O)N(C)C[C@@H]2OCCCC[C@H](C)Oc3ccc(NC(=O)Nc4ccc(F)cc4)cc3C(=O)N([C@H](C)CO)C[C@@H]2C)cc1
  A: -61	B: 109*	C: -0.1	D: x
SMILES: CCCNC(=O)N(C)C[C@H]1Oc2cc(C#CCOC)ccc2S(=O)(=O)N([C@H](C)CO)C[C@@H]1C
  A: 24	B: -27	C: -1.6	D: 2
SMILES: C[C@@H]1CN([C@H](C)CO)C(=O)c2cc(-c3ccccc3)cnc2O[C@H]1CN(C)C(=O)c1ccccn1
  A: 11	B: 52	C: 0.5	D: x
SMILES: CC(C)NC(=O)N1C[C@H]2[C@@H](c3ccccc31)[C@H](CO)N2C(=O)C1CCCC1
  A: -11	B: 5	C: -1.1	D: 13
SMILES: C[C@@H]1CN([C@@H](C)CO)S(=O)(=O)c2ccc(-c3ccccc3)cc2O[C@@H]1CN(C)C
  A: 17	B: x	C: 2.2	D: x
SMILES: C[C@H]1CN([C@@H](C)CO)C(=O)c2cccc(NC(=O)Nc3ccc(C(F)(F)F)cc3)c2O[C@@H]1CN(C)S(=O)(=O)c1cn(C)cn1
  A: -14	B: 9	C: -0.9	D: x
SMILES: COc1ccccc1-c1cnc2c(c1)C(=O)N([C@@H](C)CO)C[C@@H](C)[C@@H](CN(C)C(=O)c1cccnc1)O2
  A: 24	B: x	C: -0.1	D: -3
SMILES: COc1ccc2c3c(n(C)c2c1)[C@H](CO)NCC31CCN(C(=O)c2cccc(F)c2)CC1
  A: -33	B: x	C: -1.7	D: -6

In another format: results already given
Results follow in this order: Pf Dd2 inh	T cruzi growth	KDM4C inh	C diff growth
- C[C@H](CO)N1C[C@H](C)[C@@H](CN(C)Cc2ccc(C(=O)Nc3ccccc3N)cc2)Oc2ccc(NC(=O)Nc3ccc(F)cc3)cc2CC1=O
    -77	37	0.2	3
- COc1ccc(-c2cn(CC[C@H]3CC[C@@H](NC(=O)Nc4ccc(F)cc4)[C@H](CO)O3)nn2)cc1
    -58	x	0.3	-2
- CCCC#Cc1cnc2c(c1)C(=O)N([C@@H](C)CO)C[C@@H](C)[C@H](CN(C)Cc1ccncc1)O2
    -1	57	1.8	1
- O=C(C[C@H]1CC[C@H](NC(=O)C2CCC2)[C@H](CO)O1)NCCCN1CCOCC1
    11	x	5.0	2
- C[C@@H]1CN([C@H](C)CO)C(=O)c2cccc(N(C)C)c2O[C@H]1CN(C)Cc1ccc(-c2ccccc2)cc1
    -24	-8	0.3	2
- C[C@H](CO)N1C[C@H](C)[C@@H](CN(C)S(C)(=O)=O)Oc2c(NC(=O)Nc3ccc4c(c3)OCO4)cccc2C1=O
    21	12	2.9	-2
- CCCC(=O)Nc1ccc2c(c1)C(=O)N(C)[C@H]1CC[C@H](CC(=O)NCc3ccccc3F)O[C@H]1CO2
    9	48	3.0	0
- Cc1ccc(S(=O)(=O)N(C)C[C@@H]2OCCCC[C@H](C)Oc3ccc(NC(=O)Nc4ccc(F)cc4)cc3C(=O)N([C@H](C)CO)C[C@@H]2C)cc1
    -61	109*	-0.1	x
- CCCNC(=O)N(C)C[C@H]1Oc2cc(C#CCOC)ccc2S(=O)(=O)N([C@H](C)CO)C[C@@H]1C
    24	-27	-1.6	2
- C[C@@H]1CN([C@H](C)CO)C(=O)c2cc(-c3ccccc3)cnc2O[C@H]1CN(C)C(=O)c1ccccn1
    11	52	0.5	x
- CC(C)NC(=O)N1C[C@H]2[C@@H](c3ccccc31)[C@H](CO)N2C(=O)C1CCCC1
    -11	5	-1.1	13
- C[C@@H]1CN([C@@H](C)CO)S(=O)(=O)c2ccc(-c3ccccc3)cc2O[C@@H]1CN(C)C
    17	x	2.2	x

Next structures
SMILES	Pf Dd2 inh	T cruzi growth	KDM4C inh	C diff growth
CC(C)NC(=O)N1C[C@H]2[C@@H](c3ccccc31)[C@@H](CO)N2Cc1ccccc1	-6	19	-1.3	4
COc1ccccc1-c1cnc2c(c1)C(=O)N([C@@H](C)CO)C[C@@H](C)[C@@H](CN(C)C(C)=O)O2	48&47	12&26	4.1	-2&-2
COc1ccc(S(=O)(=O)Nc2ccc3c(c2)C(=O)N([C@@H](C)CO)C[C@H](C)[C@H](CN(C)C(=O)Nc2ccc(C(F)(F)F)cc2)OCCCC[C@@H](C)O3)cc1	-84*	60	1.9	11
CCC(=O)N1C[C@H]2[C@@H](c3ccccc31)[C@@H](CO)N2Cc1ccccc1OC	-71	u	1.7	1
C[C@H](O)C#Cc1cnc2c(c1)C(=O)N([C@H](C)CO)C[C@@H](C)[C@H](CN(C)Cc1cccc(F)c1)O2	-21	-12	-0.2	-4
C[C@@H]1CN([C@H](C)CO)C(=O)c2cc(NS(=O)(=O)c3ccc(Cl)cc3)ccc2O[C@@H](C)CCCCO[C@H]1CN(C)S(=O)(=O)c1ccc(F)cc1	-53	103*	-0.3	-6
O=C(C[C@@H]1C=C[C@@H](NS(=O)(=O)c2ccccc2)[C@@H](CO)O1)N1CCN(c2ccccc2)CC1	-3	x	1.1	-2
CC(C)C#Cc1cnc2c(c1)C(=O)N([C@H](C)CO)C[C@H](C)[C@@H](CN(C)C(=O)c1ccccc1F)O2	-31	63	x	5
C[C@@H]1CN([C@H](C)CO)C(=O)c2cc(-c3ccccc3F)cnc2O[C@@H]1CN(C)C(=O)CN(C)C	-18	12	0.9	-1
C[C@H]1CN([C@@H](C)CO)C(=O)c2cccc(NC(=O)c3ccc(-c4nccs4)cc3)c2O[C@@H]1CN(C)S(C)(=O)=O	18	-8	0.3	-3
C[C@@H]1CN([C@H](C)CO)C(=O)c2cccc(NC(=O)C3CCCCC3)c2O[C@@H]1CN(C)Cc1ccc(-c2ccccc2)cc1	-51	-62	0.6	10
CN(C)CC(=O)N1CCCCN2[C@H](CO)[C@H](c3ccc(-c4cccnc4)cc3)[C@H]2C1	-52	108*	0.0	5
C[C@@H]1CN([C@H](C)CO)C(=O)c2cc(NC(=O)Nc3ccc4c(c3)OCO4)ccc2O[C@@H]1CN(C)C(=O)NC1CCCCC1	-11	0	1.1	1
C[C@@H]1CN([C@@H](C)CO)C(=O)c2c(c3ccccc3n2C)-c2ccccc2CO[C@H]1CN(C)Cc1ccc(-c2ccccc2)cc1	-37	x	-3.8	53
C[C@@H]1CCCCO[C@@H](CN(C)Cc2ccncc2)[C@@H](C)CN([C@@H](C)CO)C(=O)c2cc(NC(=O)Nc3cccc4ccccc34)ccc2O1	-13	94	-0.1	11

SMILES	Pf Dd2 inh	T cruzi growth	KDM4C inh	C diff growth
Cc1cc(C(=O)Nc2ccc3c(c2)C(=O)N(C)[C@H]2CC[C@@H](CC(=O)NCC(F)(F)F)O[C@H]2CO3)no1	-8	15	1.2	-3
C[C@@H]1CN([C@@H](C)CO)C(=O)c2cc(NC(=O)Nc3ccc(C(F)(F)F)cc3)ccc2O[C@H]1CN(C)Cc1ccc(Cl)c(Cl)c1	-9	60	0.2	10
CO[C@@H]1CN(C)C(=O)c2ccc(NC(=O)C3CC3)cc2OC[C@H](C)N(Cc2nccs2)C[C@H]1C	x	35	1.1	x
C[C@@H]1CN([C@H](C)CO)C(=O)c2cc(NC(=O)c3ccccc3)ccc2O[C@@H](C)CCCCO[C@H]1CN(C)Cc1ccc(C(F)(F)F)cc1	-70	80	-3.9	23
O=S(=O)(c1ccccc1)N1[C@@H]2CNC[C@H]1C2c1ccc(-c2ccccc2)cc1 (stereo partly specified)	-9&35	x	-0.7	74&22
CCCNC(=O)N1CC(=O)N2[C@H](CO)[C@@H](c3ccc(C#Cc4cccc(OC)c4)cc3)[C@H]2C1	-59	x	-0.4	0
C[C@H](CO)N1C[C@H](C)[C@H](CN(C)S(=O)(=O)c2ccccc2)Oc2ncc(C#Cc3ccccc3F)cc2C1=O	-46	113*	-1.4	-6
